Compound activity as filed in PubChem.
KCC2 mod – KCC2 cotransporter modulators, thallium flux, primary screen, cell-based, HEK293 KCC2, FluoZin-2 fluorescence, MLSMR | B-score of Tl+ flux slope (higher = more flux/activation; lower = inhibition) at 10 µM | 2.2% of 190,000 active | KCC2 cells, thallium flux FluoZin-2 fluorescence | AID 1456, 2008;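 active = thallium flux slope and its plate-corrected score both differing from the plate sample mean at a set confidence after two filtering rounds, in either direction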;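 note: slope of fluorescence scaled to starting intensity during 10 to 20 s after thallium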
NCF1 inh – p47phox/p22phox peptide binding inhibitors, primary screen, biochemical, uHTS, NADPH oxidase regulatory subunit | AID 1274, 2008 | Neutrophil cytosol factor 1 (Homo sapiens), P14598 | 0.53% of 220,000 active | inhibition, % at 24.7 µM | fluorescence polarization, 2 h;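 note: 0% = p47phox with labelled peptide and 100% = labelled peptide alone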
Furin inh – human furin inhibitors, primary screen, biochemical, fluorescence intensity. P09958. purified furin, fluorogenic substrate cleavage. 0.061% of 220,000 active. inhibition, % at 30 µM; in the data active = inhibition above about 25%; note: inactives centre near -15
Target sequence (P09958 108-714 limits assumed): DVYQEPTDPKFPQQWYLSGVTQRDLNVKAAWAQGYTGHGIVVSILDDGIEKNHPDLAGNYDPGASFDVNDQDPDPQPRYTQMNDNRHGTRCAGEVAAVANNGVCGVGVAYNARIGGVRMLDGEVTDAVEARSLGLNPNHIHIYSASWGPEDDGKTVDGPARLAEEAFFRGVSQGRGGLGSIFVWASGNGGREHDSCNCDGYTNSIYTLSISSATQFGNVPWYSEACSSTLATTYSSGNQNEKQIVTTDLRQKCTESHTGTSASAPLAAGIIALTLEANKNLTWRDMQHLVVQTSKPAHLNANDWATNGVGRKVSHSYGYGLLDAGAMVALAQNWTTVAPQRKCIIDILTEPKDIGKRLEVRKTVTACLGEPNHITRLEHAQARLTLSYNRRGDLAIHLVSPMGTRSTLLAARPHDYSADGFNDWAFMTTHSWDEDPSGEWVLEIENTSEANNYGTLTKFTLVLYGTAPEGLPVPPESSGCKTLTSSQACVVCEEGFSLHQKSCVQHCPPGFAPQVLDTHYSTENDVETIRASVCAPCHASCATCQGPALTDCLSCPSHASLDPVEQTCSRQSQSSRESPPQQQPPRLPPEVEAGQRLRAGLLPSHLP
thrombin 1536 – human alpha-thrombin inhibitors, primary screen, counter-screen for coagulation protease inhibitor project, biochemical, 1536-well, fluorogenic AMC substrate | Prothrombin (Homo sapiens), P00734 | Boc-VPR-AMC fluorogenic substrate cleavage | inhibition, % at 5 µM | 0.26% of 220,000 active | AID 1046, 2008;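 active = inhibition at or above 40%; inactive = inhibition below 40%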;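 note: 0% = enzyme with no compound and 100% = wells without enzyme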
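System: human alpha-thrombin protein; Compound dosing: one concentration per compound, 5 µM, with 0.2% DMSO; Timing: reaction at room temperature; Technique: AMC fluorescence, 355/460 nm; Controls: enzyme without compound as high, wells lacking enzyme as low.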
Rad51 HR inh – human RAD51 strand exchange inhibitors, primary screen, biochemical, fluorescence; inhibition, % at 10 µM; AID 1385, 2008; DNA repair protein RAD51 homolog 1 (Homo sapiens), Q06609; hRad51 DNA strand exchange, fluorescence dequenching; 0.085% of 200,000 active;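 active = inhibition above 40% at the single screening dose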;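 note: 0% = DMSO control wells and 100% = blanks with heterologous ssDNA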
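Material: hRad51 filaments on single-stranded DNA; Reagent: Donor/quencher-labelled 47-bp dsDNA substrate; Compound: 10 µM final, single point; Schedule: 37 °C 15-min filament assembly, 30-min compound preincubation, 15-min exchange; Technique: FRET fluorescence, excitation 485 nm, emission 520 nm; Benchmarks: control wells and blank wells on each plate.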
EBV gp42 block – Epstein-Barr virus gp42 inhibitors, primary screen, biochemical, uHTS, fluorescence polarization; 0.42% of 220,000 active; inhibition, % (tested at 21.74 µM); Fluorescence polarization binding assay, mP read-out; AID 1085, 2008; Glycoprotein 42 (Epstein-Barr virus (strain AG876)), Q1HVG2; in the data active = inhibition above about 50%
eIF4E 4G PPI – eIF4E–eIF4G protein interaction inhibitors, primary screen, biochemical, uHTS, TR-FRET, eIF4GI fragment; Eukaryotic translation initiation factor 4E (Mus musculus) + Eukaryotic translation …; TR-FRET eIF4E-eIF4GI(517-606) binding, 2 h; inhibition, % at 21.7 µM; 0.37% of 220,000 active; AID 782, 2007;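 note: 0% = full FRET control wells and 100% = background wells lacking eIF4GI fragment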
hK5 inh – human KLK5 protease inhibitors, primary screen, biochemical, 1536-well | 0.59% of 210,000 active | recombinant hK5, fluorogenic AMC substrate cleavage | inhibition, % at 5 µM;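 active = inhibition of 40% or more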;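 note: 0% = enzyme controls without compound and 100% = no-enzyme blanks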
Target sequence (Q9Y337 67-293 limits assumed): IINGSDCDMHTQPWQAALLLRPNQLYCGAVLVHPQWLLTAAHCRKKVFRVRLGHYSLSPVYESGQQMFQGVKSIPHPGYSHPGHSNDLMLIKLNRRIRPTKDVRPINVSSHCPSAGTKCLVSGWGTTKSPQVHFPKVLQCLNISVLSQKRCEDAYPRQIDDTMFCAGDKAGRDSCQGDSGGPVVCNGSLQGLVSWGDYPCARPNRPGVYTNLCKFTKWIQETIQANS
14-3-3 Bad PPI – inhibitors of 14-3-3 zeta/Bad binding, primary screen, biochemical, TR-FRET, bovine 14-3-3 zeta; 0.71% of 220,000 active; 14-3-3 protein zeta/delta (Bos taurus), P63103; inhibition, % at 21.7 µM; TR-FRET 14-3-3zeta/Dy647-pBad peptide displacement, 1 h; AID 781, 2007;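 active = inhibition above about 70%, limit read from the data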;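 note: 0% = full 14-3-3 plus peptide FRET controls and 100% = background without 14-3-3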
Target sequence (P63103 whole entry, looked up): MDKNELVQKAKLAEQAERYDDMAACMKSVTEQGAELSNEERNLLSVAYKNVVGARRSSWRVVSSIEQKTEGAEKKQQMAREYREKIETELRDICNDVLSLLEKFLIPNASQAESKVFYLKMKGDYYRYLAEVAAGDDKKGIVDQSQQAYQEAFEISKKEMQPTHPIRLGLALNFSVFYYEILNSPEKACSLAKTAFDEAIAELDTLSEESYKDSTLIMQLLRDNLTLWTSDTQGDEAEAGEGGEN
* marks the source's active call; other numbers are inactive results; [ ] = another dose, or the depositor's remark.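 Rule for the calls, unless noted: active = inhibition above about 30% (limit read from the data); inactive = the rest.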

Results for CCOCCCNC(=O)C(c1ccc(OC)cc1)N(Cc1ccc2c(c1)OCO2)C(=O)c1cnccn1 (centres undefined) ?
NCF1 inh: -2; Furin inh: -22; thrombin 1536: 1; Rad51 HR inh: 2; EBV gp42 block: -3; eIF4E 4G PPI: -4; hK5 inh: 1; 14-3-3 Bad PPI: -14

Results for O=C1NC2(CCCC2)N=C1c1ccc(F)cc1 ?
KCC2 mod: -1.3; NCF1 inh: -13; Furin inh: -24[20 µM]; thrombin 1536: -3; Rad51 HR inh: 3; EBV gp42 block: -6; eIF4E 4G PPI: -8[fluorescence artefact?]; hK5 inh: -11; 14-3-3 Bad PPI: -6[fluorescence artefact?]

What do the screens show for `Cc1ccc(C2CN(C)C3(C(=O)Nc4ccccc43)C23COc2ccccc2C3=O)cc1` (centres undefined)?
KCC2 mod: -0.51; NCF1 inh: -2; Furin inh: -16[20 µM]; thrombin 1536: 1; EBV gp42 block: 8; eIF4E 4G PPI: 4; hK5 inh: 4; 14-3-3 Bad PPI: 8

How did CCOC(=O)c1c(N)n(C2CC(C)(C)NC(C)(C)C2)c2nc3ccccc3nc12 do in these assays?
KCC2 mod: 0.63; NCF1 inh: -25; Furin inh: -21[20 µM]; thrombin 1536: -33; Rad51 HR inh: -1; EBV gp42 block: -12; eIF4E 4G PPI: 5; hK5 inh: -17; 14-3-3 Bad PPI: 7

Results for O=C(Nc1nc2ccccc2n1CCOc1ccc(Cl)cc1)c1ccco1 ?
NCF1 inh: -21; Furin inh: -17; thrombin 1536: -7; Rad51 HR inh: 2; EBV gp42 block: -4; eIF4E 4G PPI: 0; hK5 inh: -128; 14-3-3 Bad PPI: 2

What do the screens show for `CC(=O)c1cccc(NC(=O)CN(c2ccccc2F)S(C)(=O)=O)c1`?
NCF1 inh: -13; Furin inh: -21[20 µM]; thrombin 1536: -2; Rad51 HR inh: -16; EBV gp42 block: -16; eIF4E 4G PPI: -12; hK5 inh: -4; 14-3-3 Bad PPI: -5

Results for Cn1ccnc1SCC(=O)Nc1ccc(Cl)cn1 ?
KCC2 mod: 1.2; NCF1 inh: -14; Furin inh: -25; thrombin 1536: -1; Rad51 HR inh: -8; EBV gp42 block: -20; eIF4E 4G PPI: 3; hK5 inh: 1; 14-3-3 Bad PPI: -5

How did O=C(CNCc1ccccc1)Nc1ccc(F)cc1 do in these assays?
KCC2 mod: 2.3; NCF1 inh: -2; Furin inh: -14; thrombin 1536: -6; EBV gp42 block: 11; eIF4E 4G PPI: 3; 14-3-3 Bad PPI: 5

What do the screens show for `Cc1cccc(NC(=S)Nn2cnnc2)c1C`?
KCC2 mod: 0.0049; NCF1 inh: -3; Furin inh: -23; thrombin 1536: -7; Rad51 HR inh: 4; EBV gp42 block: -7; eIF4E 4G PPI: 3; hK5 inh: -11; 14-3-3 Bad PPI: -5

How did Cc1cccc(C(=O)Oc2csc(=S)n2C(=O)c2cccc(C)c2)c1 do in these assays?
KCC2 mod: -0.043; NCF1 inh: -1; Furin inh: -12[20 µM]; thrombin 1536: -3; Rad51 HR inh: 4; EBV gp42 block: -21; eIF4E 4G PPI: 1; hK5 inh: -4; 14-3-3 Bad PPI: 8[fluorescence artefact?]

How did CC1CCN(c2nc3ccccc3nc2C(C#N)C(=O)OC2CCCCC2)CC1 (centres undefined) do in these assays?
KCC2 mod: 0.78; NCF1 inh: -3; Furin inh: -7; thrombin 1536: 4; Rad51 HR inh: 1; EBV gp42 block: 3; hK5 inh: 1

Results for O/N=C1\CCCc2ccc3ccccc3c21 ?
KCC2 mod: -0.043; NCF1 inh: -2; Furin inh: -14; thrombin 1536: -13; EBV gp42 block: -12; eIF4E 4G PPI: 3; hK5 inh: -6; 14-3-3 Bad PPI: 16

What do the screens show for `COc1cc(C(=O)Nc2nc(N)n(-c3ccccc3)n2)cc(OC)c1OC`?
KCC2 mod: 0.0078; NCF1 inh: -2; Furin inh: -13; thrombin 1536: 3; Rad51 HR inh: -7; EBV gp42 block: -19; eIF4E 4G PPI: -7; hK5 inh: -12; 14-3-3 Bad PPI: -4

Results for COc1cc2c(cc1NC(C)=O)CCCC2 ?
KCC2 mod: 1; NCF1 inh: -28; Furin inh: -16[20 µM]; thrombin 1536: 4; Rad51 HR inh: -1; EBV gp42 block: 5; eIF4E 4G PPI: -3; hK5 inh: -11; 14-3-3 Bad PPI: 0

How did CCCC1C(c2ccccc2)C(C#N)(C#N)C2(C#N)CC1(N)NC2=O (centres undefined) do in these assays?
KCC2 mod: 0.00097; Furin inh: -27; thrombin 1536: -4; Rad51 HR inh: 7; hK5 inh: -17

Arranged by molar mass (smallest number first): 3 of the compounds above.
Results for O=C1NC2(CCCC2)N=C1c1ccc(F)cc1 ?
KCC2 mod: -1.3; NCF1 inh: -13; Furin inh: -24[20 µM]; thrombin 1536: -3; Rad51 HR inh: 3; EBV gp42 block: -6; eIF4E 4G PPI: -8[fluorescence artefact?]; hK5 inh: -11; 14-3-3 Bad PPI: -6[fluorescence artefact?]

How did CCCC1C(c2ccccc2)C(C#N)(C#N)C2(C#N)CC1(N)NC2=O (centres undefined) do in these assays?
KCC2 mod: 0.00097; Furin inh: -27; thrombin 1536: -4; Rad51 HR inh: 7; hK5 inh: -17

What do the screens show for `CC(=O)c1cccc(NC(=O)CN(c2ccccc2F)S(C)(=O)=O)c1`?
NCF1 inh: -13; Furin inh: -21[20 µM]; thrombin 1536: -2; Rad51 HR inh: -16; EBV gp42 block: -16; eIF4E 4G PPI: -12; hK5 inh: -4; 14-3-3 Bad PPI: -5

New compounds follow:
How did Cc1cccc(C2=N/C(=C\c3cccs3)C(=O)O2)c1 do in these assays?
NCF1 inh: -32; Furin inh: -11; thrombin 1536: 5; EBV gp42 block: 6; eIF4E 4G PPI: -1; hK5 inh: 17; 14-3-3 Bad PPI: -5

Results for O=C(CCc1nc2ccccc2s1)OCC(=O)c1ccc[nH]1 ?
KCC2 mod: 1; NCF1 inh: 1; Furin inh: -18; thrombin 1536: -2; Rad51 HR inh: 3; EBV gp42 block: 0; eIF4E 4G PPI: 0; hK5 inh: -5; 14-3-3 Bad PPI: -12

How did CCOc1ccc(-c2nnn(CC(=O)c3ccc4c(c3)OCCO4)n2)cc1 do in these assays?
KCC2 mod: 1.3; NCF1 inh: -22; Furin inh: -19; thrombin 1536: -4; Rad51 HR inh: -3; EBV gp42 block: 10; eIF4E 4G PPI: -7[fluorescence artefact?]; hK5 inh: 7; 14-3-3 Bad PPI: 5[fluorescence artefact?]

What do the screens show for `CCOCCCNC(=O)c1ccc(OC(C)=O)cc1`?
KCC2 mod: 0.079; NCF1 inh: -12; Furin inh: -16[20 µM]; thrombin 1536: -3; Rad51 HR inh: 4; EBV gp42 block: -11; eIF4E 4G PPI: -1; hK5 inh: -8; 14-3-3 Bad PPI: -4

What do the screens show for `Clc1ccc(NCc2nncn2-c2ccccc2)cc1`?
KCC2 mod: 1.1; NCF1 inh: 4; Furin inh: -30; thrombin 1536: -5; Rad51 HR inh: -9; EBV gp42 block: -16; eIF4E 4G PPI: 8[fluorescence artefact?]; hK5 inh: 18; 14-3-3 Bad PPI: 16

How did CCOC(=O)c1sc2nc(Cc3ccc(Cl)cc3)[nH]c(=S)c2c1C do in these assays?
KCC2 mod: 79*; NCF1 inh: -15; Furin inh: -5; thrombin 1536: 2; Rad51 HR inh: 2; EBV gp42 block: -10; eIF4E 4G PPI: -1; hK5 inh: -9; 14-3-3 Bad PPI: -4

How did CC1=CC2=C(OC1N(C)C)c1cccc3cccc(c13)C2=O (centres undefined) do in these assays?
KCC2 mod: 0.017; NCF1 inh: -9; Furin inh: -25[20 µM]; thrombin 1536: 27; Rad51 HR inh: -16; EBV gp42 block: 49; eIF4E 4G PPI: -4[fluorescence artefact?]; hK5 inh: 50*; 14-3-3 Bad PPI: -13[fluorescence artefact?]

How did O=C(Nc1ccc(Oc2ncnc3cc(Cl)ccc23)nc1)Nc1cccc(C(F)(F)F)c1 do in these assays?
KCC2 mod: 0.74; NCF1 inh: -11; Furin inh: -18; thrombin 1536: -1; Rad51 HR inh: 0; EBV gp42 block: -24; eIF4E 4G PPI: -2; hK5 inh: 1; 14-3-3 Bad PPI: 14

What do the screens show for `Cc1ccc(OCCOCCN(C)C)c(Cl)c1`?
KCC2 mod: 0.25; NCF1 inh: -8; Furin inh: -7; thrombin 1536: -2; Rad51 HR inh: -1; EBV gp42 block: -1; eIF4E 4G PPI: 0; hK5 inh: -4; 14-3-3 Bad PPI: 4[fluorescence artefact?]

How did CCOC(=O)CSc1nc2ccc(C)cc2[nH]1 do in these assays?
NCF1 inh: 9; Furin inh: -20[20 µM]; thrombin 1536: -2; Rad51 HR inh: 1; EBV gp42 block: -18; eIF4E 4G PPI: 3; hK5 inh: -8; 14-3-3 Bad PPI: 48

What do the screens show for `CCOc1cc(/C=C(\C#N)C(=O)Nc2ccccc2[N+](=O)[O-])ccc1OCc1cccc2ccccc12`?
KCC2 mod: 0.22; NCF1 inh: -3; Furin inh: -6; thrombin 1536: -1; Rad51 HR inh: 10; EBV gp42 block: -23; eIF4E 4G PPI: -2; hK5 inh: -2; 14-3-3 Bad PPI: -2

How did O=C1C2C3C=CC(C2C(=O)N1C1CCCCC1)C1C2C(=O)N(C4CCCCC4)C(=O)C2C31 (centres undefined) do in these assays?
KCC2 mod: 0.15; NCF1 inh: -1; Furin inh: -16; thrombin 1536: -11; Rad51 HR inh: 4; EBV gp42 block: -19; eIF4E 4G PPI: 2; hK5 inh: -7; 14-3-3 Bad PPI: -1

Results for Cc1cc(C(F)(F)F)nc(SCC(=O)c2cccc([N+](=O)[O-])c2)n1 ?
KCC2 mod: -0.057; NCF1 inh: -12; Furin inh: -10[20 µM]; thrombin 1536: -4; Rad51 HR inh: -1; EBV gp42 block: -5; eIF4E 4G PPI: 0; hK5 inh: 0; 14-3-3 Bad PPI: 3

Results for O=C(CSc1nnc2scc(-c3ccccc3)n12)NCc1ccc2c(c1)OCO2 ?
NCF1 inh: 5; Furin inh: -28[20 µM]; thrombin 1536: -11; Rad51 HR inh: 3; EBV gp42 block: -3; eIF4E 4G PPI: 3; hK5 inh: -17; 14-3-3 Bad PPI: 19

How did CC(C)(C)c1ccc(OCc2nnc(SCC(N)=O)n2N)cc1 do in these assays?
KCC2 mod: 0.18; NCF1 inh: -10; Furin inh: -29; thrombin 1536: 1; Rad51 HR inh: -7; EBV gp42 block: -9; eIF4E 4G PPI: -3; hK5 inh: 16; 14-3-3 Bad PPI: -8

How did Cc1c(NC(=O)C(C)OC(=O)c2cc(-c3cccc4ccccc34)nc3ccccc23)c(=O)n(-c2ccccc2)n1C (centres undefined) do in these assays?
KCC2 mod: -1.6; NCF1 inh: -61; Furin inh: -12; thrombin 1536: -6; EBV gp42 block: -43; eIF4E 4G PPI: -4[fluorescence artefact?]; hK5 inh: -31; 14-3-3 Bad PPI: -14[fluorescence artefact?]
